Screens from PubChem BioAssay.
FXN GAA850 act – frataxin GAA850 promoter activation; HEK293 lucGAA850 FXN promoter luciferase reporter, 24 h; percent of 10 µM SAHA response; activation, % at 6 µM; AID 540364; actives 0.56% (n = 360,000);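 active = activation above the average of all compounds screened plus 3 SD, cutoff fixed separately per campaign, cut at about 7.5% in these data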;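 also: 0% = DMSO wells and 100% = 10 µM SAHA wells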
GC-A act – GC-A (human) enzyme activation | P16066 | HEK293 GC-A cells, cGMP TR-FRET, EC30 ANP; 0% at EC30 ANP, 100% saturating ANP | activation, % at 10 µM | AID 1671463 | actives 0.14% (n = 370,000); in the data active = activation above about 40%
ASAP1 inh – blocks human ASAP1-stimulated Arf1 GTP hydrolysis; inhibition, % at 16.5 µM; actives 0.19% (n = 360,000); GDP FP detection; Q9ULH1; AID 624377; in the data active = inhibition above about 25%;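 also: 0% = vehicle with enzyme and substrate and 100% = no enzyme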
ADAM10 inh – inhibits human ADAM10 | AID 720582 | actives 0.62% (n = 370,000) | inhibition, % at 7 µM | recombinant ADAM10, EDANS/DABCYL FRET peptide cleavage, 3 h;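 active = inhibition above a per-campaign cutoff equal to the mean of compounds falling between control-based bounds plus 3 SD, cut at about 20% in these data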;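 also: 0% = DMSO wells while the 100% control is not disclosed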
ARFGAP1 inh – rat ARFGAP1 inhibition. Q62848. actives 0.26% (n = 360,000). inhibition, % at 16.5 µM. Arfgap1-stimulated ARF1 GTP hydrolysis, GDP FP detection. AID 651572;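 active = inhibition above a per-plate limit, mean inhibition of low control wells plus 3 SD, cut at about 25% in these data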;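 also: 0% = DMSO wells with enzyme and 100% = wells lacking Arfgap1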
Target sequence (Q62848 1-136 limits assumed): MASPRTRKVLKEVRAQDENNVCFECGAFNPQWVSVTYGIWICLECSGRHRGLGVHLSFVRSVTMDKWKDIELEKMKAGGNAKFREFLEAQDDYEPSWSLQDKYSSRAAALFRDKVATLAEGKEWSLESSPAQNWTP
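Material – truncated rat Arfgap1 GAP domain · Buffer or medium – HEPES-based buffer, pH 7.5 · Reagent – human ARF1(Δ1-17)-GTP substrate · Dosing – 16.5 µM single point, 1.26% DMSO · Schedule – GTP hydrolysis reaction 2 h at 25 °C · Technique – GDP detection by fluorescence polarization · Benchmarks – No-Arfgap1 wells (100%) versus DMSO full-reaction wells (0%) · Repeats – single replicate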
sPLA2-III inh – Inhibits HGIII-sPLA2 liposome hydrolysis, primary screen. inhibition, % at 12.2 µM. AID 743126. QFRET BODIPY PC-A2 liposome hydrolysis, fluorescence. actives 0.56% (n = 370,000). Q9NZ20;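 active = inhibition above mean plus 3 SD of compounds lying within the high and low control bounds, cut at about 19% in these data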;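 also: 0% = median of test compound wells and 100% = no enzyme DMSO wells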
Target sequence (Q9NZ20 whole entry, looked up): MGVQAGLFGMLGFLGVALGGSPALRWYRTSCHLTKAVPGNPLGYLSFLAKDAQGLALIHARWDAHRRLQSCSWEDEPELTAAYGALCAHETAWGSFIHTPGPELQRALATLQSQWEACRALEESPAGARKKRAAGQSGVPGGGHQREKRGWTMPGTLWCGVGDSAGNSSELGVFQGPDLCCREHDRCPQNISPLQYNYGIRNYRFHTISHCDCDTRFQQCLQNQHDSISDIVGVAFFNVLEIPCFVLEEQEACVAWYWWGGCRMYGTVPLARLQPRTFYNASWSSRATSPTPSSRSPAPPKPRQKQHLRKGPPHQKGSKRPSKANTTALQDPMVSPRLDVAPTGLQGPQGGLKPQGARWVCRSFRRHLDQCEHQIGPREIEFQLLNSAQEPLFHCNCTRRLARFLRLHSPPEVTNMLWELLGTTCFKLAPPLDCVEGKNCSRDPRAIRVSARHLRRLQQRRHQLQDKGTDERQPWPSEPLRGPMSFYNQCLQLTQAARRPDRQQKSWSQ
NPR2 activator – GC-B (human) receptor activation; actives 0.11% (n = 370,000); HEK293-GC-B cells, CNP EC30, cGMP TR-FRET; 0% at EC30 CNP, 100% saturating CNP; P20594; activation, % at 10 µM;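 active = activation at 10 µM reaching about 35% in either raw or pattern-adjusted values, limit read from the data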
rCAG RNA binder – binds r(CAG) RNA repeats. inhibition, % at 3 µM. AID 651821. actives 1.3% (n = 370,000). r(CAG) RNA repeat, TO-PRO-1 dye displacement fluorescence;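 active = inhibition above the plate cutoff, the mean of all test compounds on that plate plus 3 SD, cut at about 35% in these data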;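 also: 0% = DMSO alone and 100% = 100 µM mitoxantrone as full dye displacement; higher means more dye released from RNA so lower well fluorescence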
proKLK7 act – activators of human kallikrein-7 zymogen | P49862 | purified proKLK7, EDANS-DABCYL substrate fluorescence; 100% is mature enzyme control, 0% vehicle | activation, % at 7 µM | actives 0.9% (n = 370,000) | AID 652039;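 active = activation above the mean of all tested compounds plus 3 SD, computed per campaign excluding outliers beyond control limits, cut at about 13% in these data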
Target sequence (P49862 whole entry, looked up): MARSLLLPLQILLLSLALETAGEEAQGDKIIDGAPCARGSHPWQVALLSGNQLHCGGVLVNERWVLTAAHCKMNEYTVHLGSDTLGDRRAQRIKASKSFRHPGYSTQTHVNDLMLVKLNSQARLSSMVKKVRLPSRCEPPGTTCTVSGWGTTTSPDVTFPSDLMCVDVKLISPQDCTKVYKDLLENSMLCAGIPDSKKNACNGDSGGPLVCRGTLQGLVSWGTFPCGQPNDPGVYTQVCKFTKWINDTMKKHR
DDE Tn6 FP inh – inhibitors of Tn6 peptide binding to human fibrin DD(E) | inhibition, % at 8.3 µM | Fibrin DD(E) TRITC-Tn6 fluorescence polarization displacement | actives 0.21% (n = 370,000) | P02675;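 active = inhibition above a per-campaign cutoff: mean of compounds within control limits plus 3 SD, cut at about 15% in these data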;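 also: 0% = median of all compound wells on the plate and 100% = blocking peptide control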
The depositor's hits bear a star; i = inactive; / = not tested or not shown.

SMILES	FXN GAA850 act	GC-A act	ASAP1 inh	ADAM10 inh	ARFGAP1 inh	sPLA2-III inh	NPR2 activator	rCAG RNA binder	proKLK7 act	DDE Tn6 FP inh
O=c1[nH]c(COc2ccc(Cl)cc2Cl)nc2ccccc12	3.7	-3.6	-5.9	-3.5	-8.3	-5.2	3.1	1.3	-0.1	-2.5
O=C(COC(=O)C1(c2ccc(F)cc2)CCCC1)NC1CC1	1.4	1.9	-3.4	6.5	-2.0	3.9	0.7	-2.5	-0.1	0.2
O=C(Nc1nc2ccccc2[nH]1)c1cccc(Cl)c1	4.6	-0.6	-9.9	5.7	-1.1	16.4	-3.7	-0.5	0.6	2.9
O=C(NCCCN1CCC(Cc2ccccc2)CC1)c1ccc(CS(=O)c2ccccc2Cl)o1 (stereo not given)	-0.1	-18.4	-4.8	-4.0	9.8	3.2	-7.4	2.1	0.3	-3.8
NC(=O)CC[C@H](NC(=O)[C@H](Cc1ccccc1)n1c(=O)[nH]c2ccccc2c1=O)C(=O)N1CCC[C@H]1C(=O)O	0.8	-2.5	-8.3	-17.2	-1.5	1.9	2.6	2.0	0.0	2.7
CCCCC(=O)Nc1cccc(NC(=S)NC(=O)COc2ccccc2Cl)c1	-1.2	-6.8	4.1	10.0	15.6	-0.8	3.6	3.3	0.6	4.5
COc1cc(NC(=O)C2=CC(c3ccco3)=NS(=O)(=O)N2C)cc(OC)c1OC	0.4	0.7	-15.6	6.0	7.7	-6.7	-1.2	1.9	0.1	-0.6
CCCCn1c(N)c(N(CC)C(=O)c2ccc3c(c2)S(=O)(=O)c2ccccc2C3=O)c(=O)[nH]c1=O	-3.3	4.3	4.2	-0.1	3.2	-2.7	1.9	2.6	0.1	5.7
C=CCNc1nc(NCC)nc(N2CCOCC2)n1	1.0	0.1	-2.7	6.1	-0.7	-0.1	-2.6	0.1	-0.3	-2.7
CN(Cc1ccccc1)S(=O)(=O)c1cccc(C(=O)OCC2CCCCC2)c1	/	-1.2	/	-0.6	/	1.9	5.1	2.8	-0.1	4.3
O=C1CCc2cc(S(=O)(=O)NCc3ccc(F)cc3)cc3c2N1CC3	-1.4	0.2	10.2	-0.4	10.2	-7.8	-1.9	3.0	-0.2	-1.0
COc1ccccc1N1CCN(C(=O)c2oc3c(c2C)C(=O)CC(C)(C)C3)CC1	-4.7	4.1	9.8	3.4	0.9	1.7	4.2	-11.2	0.2	-3.8
COC(=O)Cc1cc(=O)oc2c(C)c(O)ccc12	-1.2	5.3	3.0	i	6.0	5.6	4.3	-1.8	66.0*	2.5
COCCCNC(NC(=O)c1ccc(C)cc1)C(Cl)(Cl)Cl (stereo not given)	-0.5	6.1	9.1	-12.6	3.2	-1.6	-0.9	12.2	-0.9	-3.0
O=C1c2ccccc2C(=O)N1CCN1CCCCC1	0.2	-3.3	15.0	5.5	12.6	4.3	1.6	-2.5	0.2	-5.1
COc1ccc(S(=O)(=O)NCCN2CCNC2=O)cc1OC	-1.6	2.4	1.4	5.3	-1.2	-3.8	-2.3	4.4	0.5	-1.3
COC(=O)c1cn(CC(=O)Nc2ccc(F)cc2)c2ccccc12	-0.1	-7.3	0.9	9.1	2.1	-14.0	1.9	1.0	0.2	-3.3
O=C(NCc1ccccc1CN1CCCC1)c1cc2cc(Cl)ccc2o1	-0.3	-3.0	4.2	1.2	0.5	4.5	-1.1	6.8	0.2	13.4
Nc1c(Nc2ccccc2)c2ccccc2oc1=O	4.4	-1.4	-5.3	-4.0	-0.3	-0.6	2.8	1.5	0.7	-7.0
CCCCN1C(=O)C(O)=C(C(C)=O)C1c1ccccc1[N+](=O)[O-] (stereo not given)	-0.7	2.3	0.0	-8.3	-0.1	6.7	2.5	5.2	-0.6	9.0
COc1ccc2c(CC(=O)OCC(=O)Nc3cccc(C)c3)coc2c1	0.9	-0.9	-11.1	-45.7	-4.9	-6.2	-1.4	22.0	-0.5	-4.6
COc1ccc(-c2cccc3c2C2CC3CCN2C(=O)OCc2ccccc2)cc1 (stereo not given)	0.1	-5.0	-2.9	3.4	1.3	-6.4	-2.9	2.8	0.5	1.5
CCNC(=O)C(C)Oc1ccc(Cl)cc1Cl (stereo not given)	-0.3	0.2	-3.9	-3.0	17.6	1.4	-1.4	-5.1	-0.1	-6.3
CCn1c(SCC(=O)NNC(=O)c2ccc(OC)cc2)nnc1C1CC1	0.8	3.9	-12.6	-4.0	4.7	-0.5	0.2	1.4	0.2	1.2
CCOc1ccc(C(=O)Nc2cccc(-c3cc4ccccc4oc3=O)c2)cc1[N+](=O)[O-]	-1.8	-3.6	25.9*	2.9	42.4*	5.9	-0.2	6.5	0.3	0.6
CC(C)CN(C(=O)CCCc1nc2ccccc2c(=O)[nH]1)c1c(N)n(Cc2ccccc2)c(=O)[nH]c1=O	-0.7	4.4	3.9	-1.9	-3.0	-2.3	4.2	-2.4	-0.3	3.0
Cn1c(CC(=O)Nc2ccc(F)cc2)nnc1SCC(=O)NC1CCCCC1	0.7	0.1	3.4	-9.1	-4.6	3.4	-0.7	-2.7	0.1	-5.9
COc1ccccc1NC(=O)c1cnc(SCC(=O)NCC2CCCO2)n(C)c1=O (stereo not given)	9.5*	15.0	9.4	-8.4	0.4	13.8	-1.6	-5.1	-5.3	-8.7
CN(CC(=O)Nc1ccc(Cl)cc1)C(=O)CNC(=O)Cc1cccc2ccccc12	1.7	-5.9	-24.4	5.7	-4.8	-16.7	-10.3	2.0	0.5	1.3
COc1ccc(NC(=O)c2cc3ccc4c5ccccc5[nH]c4c3cc2O)cc1	0.4	6.2	5.2	-4.5	12.6	-0.9	11.1	21.1	-13.5	-14.8
Cc1cccc(N2CCN(Cc3cnc(Cl)s3)CC2C)c1 (stereo not given)	0.6	0.5	7.9	-2.5	-5.3	0.0	-0.6	-6.0	0.1	-2.4
O=C(NNC1CC(=O)N(c2cccc(Cl)c2)C1=O)c1cccs1 (stereo not given)	-1.2	0.1	-12.5	2.4	3.4	-18.3	1.4	13.4	-0.1	-1.0
COc1ccc(NC(=O)c2cc(OC)c(OC)c(OC)c2)cn1	-1.4	-0.1	3.0	1.1	5.8	3.9	0.1	-2.1	-0.3	1.9
CSc1ccc(NC(=O)C2(C)CCN2C(=O)c2ccccc2CCc2ccccc2)cc1 (stereo not given)	-2.7	3.5	2.5	7.3	-6.1	5.2	4.5	3.8	0.4	-5.1
CC(=O)N1CCN(S(=O)(=O)c2ccc(C)cc2)C1c1ccc(N(C)C)cc1 (stereo not given)	-2.5	-3.5	-9.0	-0.8	9.0	4.0	-3.0	-1.6	-0.1	-0.1
O=C(O)C(=O)/C(=C\c1ccc([N+](=O)[O-])cc1)c1ccc2ccccc2n1	3.9	-1.7	2.4	-0.2	-4.7	-20.7	0.0	-0.3	-0.7	-0.9
CCCCCCCCN1C(=O)[C@@H](CC(=O)NCc2ccc(C)o2)C[C@@]2(C(=O)OC)C1=C[C@H](C1CCCC1)O[C@@H]2C	/	-5.9	6.1	7.9	-3.0	-5.3	10.2	6.5	1.0	-5.2
C=CCCC(=O)N1C[C@H]2CON(C)[C@H]2C[C@H]1c1ccc(Br)cc1	0.9	-14.5	-1.9	-30.0	-2.2	13.5	-9.4	1.2	0.8	-7.6
CC(=O)c1sc(N/N=C\c2ccc(N(C)C)cc2)nc1C	5.8	1.4	-5.0	-16.1	-7.6	4.6	-12.5	12.8	1.4	2.2
CCn1c(SCC(=O)NN=Cc2c(C)nn(-c3ccccc3)c2C)nnc1-c1ccc(OC)c(OC)c1	/	-4.8	/	0.4	/	-3.7	1.4	-1.0	0.1	-3.2
O=C(Nc1ccccc1)c1cc(C2CCCCN2C(=O)c2ccc3c(c2)CCO3)on1 (stereo not given)	0.3	-1.6	-5.6	15.3	5.3	2.0	-1.4	0.8	-0.1	-4.7
CCNc1nc(Cl)nc(N(NC(C)=O)C(C)CC)n1 (stereo not given)	-0.7	5.3	19.9	-1.0	-1.7	8.3	6.4	-4.1	-0.1	5.5
N#Cc1ccccc1OCCOCCNC1CCCC1	2.1	1.5	1.6	0.5	4.6	1.0	-0.6	-1.2	0.0	-4.8
c1cnc(-c2noc(CN3CCN(C4C5CC6CC(C5)CC4C6)CC3)n2)cn1 (stereo not given)	2.4	3.3	0.2	2.6	3.9	6.0	5.0	-2.4	-0.4	2.7
CC(=O)NC12CC3CC(C1)CC(C(=O)OCC(=O)Nc1ncc(Cl)c(C)c1Cl)(C3)C2	2.6	-1.1	6.0	-0.7	-6.2	-8.1	-4.6	7.6	0.1	12.5
CC(SCc1ccccc1)C(=O)N/N=C/c1ccc(OCC(=O)NCc2ccco2)cc1 (stereo not given)	-2.3	0.5	11.3	2.7	13.0	-11.5	5.6	5.3	-0.4	0.1
CCc1ccc(NC(=O)CSc2nc(NS(=O)(=O)c3ccccc3)cc(=O)[nH]2)cc1	2.0	2.1	-10.7	-3.7	6.6	4.4	-3.8	6.9	-0.4	-6.4
CCOC(=O)N1CCN(C(=O)CN(c2cccc(OC)c2)S(C)(=O)=O)CC1	1.5	-3.6	5.0	-8.7	2.5	15.2	6.0	-4.7	-0.2	3.1
CCC(=O)c1ccc2c(c1)N(CCCN(C)C)c1ccccc1S2	-1.4	-14.2	-1.9	-8.7	6.1	8.3	-11.8	4.9	-0.3	-3.4
CC(C)C(c1nnnn1Cc1cccs1)N1CCN(C2CCCC2)CC1 (stereo not given)	-0.1	0.3	1.3	-5.1	11.4	-1.8	-0.2	-1.0	0.6	-5.4
O=C(CNC(=O)C12CC3CC(CC(C3)C1)C2)N1CCN(S(=O)(=O)/C=C/c2ccccc2)CC1	0.3	2.4	-12.2	3.8	15.1	2.5	-10.2	-3.5	0.1	1.3
C#CCN1Cc2ccccc2Oc2cc(Br)ccc2S1(=O)=O	-0.2	-1.1	15.4	-13.5	2.3	13.4	-11.2	6.4	0.5	8.4
O=C(COC(=O)C1=Cc2ccccc2OC1)NCc1ccco1	0.3	0.3	-0.7	-94.0	4.7	4.9	0.2	-2.4	1.3	-0.8
Cc1c(Cl)c([N+](=O)[O-])nn1CCCC(=O)Nc1cc(Oc2ccccc2)cc([N+](=O)[O-])c1	0.0	0.5	8.3	-10.0	14.1	17.3	-1.4	-1.2	0.7	-1.5

Whole records, quoted from the list. Order of screens: FXN GAA850 act	GC-A act	ASAP1 inh	ADAM10 inh	ARFGAP1 inh	sPLA2-III inh	NPR2 activator	rCAG RNA binder	proKLK7 act	DDE Tn6 FP inh
COC(=O)c1cn(CC(=O)Nc2ccc(F)cc2)c2ccccc12 as listed: -0.1	-7.3	0.9	9.1	2.1	-14.0	1.9	1.0	0.2	-3.3
COc1ccc(NC(=O)c2cc(OC)c(OC)c(OC)c2)cn1 as listed: -1.4	-0.1	3.0	1.1	5.8	3.9	0.1	-2.1	-0.3	1.9
CCOc1ccc(C(=O)Nc2cccc(-c3cc4ccccc4oc3=O)c2)cc1[N+](=O)[O-] as listed: -1.8	-3.6	25.9*	2.9	42.4*	5.9	-0.2	6.5	0.3	0.6
COc1ccc(NC(=O)c2cc3ccc4c5ccccc5[nH]c4c3cc2O)cc1 as listed: 0.4	6.2	5.2	-4.5	12.6	-0.9	11.1	21.1	-13.5	-14.8

Random draw from the library; 4.5% or so of the library scored in one or more.
